Screens as filed in PubChem BioAssay.
DAT uptake mod: changed hDAT dopamine uptake under cocaine IC80, either direction, primary screen, cocaine antagonist project, cell-based, LLC-PK1 hDAT, [14C]-dopamine uptake, MLSMR | Sodium-dependent dopamine transporter (Homo sapiens), Q01959 | LLC-PK1 hDAT cells, [14C]-dopamine uptake with cocaine IC80; actives deviate in either direction | B-score at 10 µM | 1.3% of 110,000 active | AID 449768, 2010;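 active = Z score or B-score, a plate-position-corrected score, falls beyond the plate's 99.7% confidence bounds, in either direction; inactive = both scores lie inside the 99.7% bounds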;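 also: scored against the spread of the other compound wells on the same plate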
Target sequence (Q01959 whole entry, looked up): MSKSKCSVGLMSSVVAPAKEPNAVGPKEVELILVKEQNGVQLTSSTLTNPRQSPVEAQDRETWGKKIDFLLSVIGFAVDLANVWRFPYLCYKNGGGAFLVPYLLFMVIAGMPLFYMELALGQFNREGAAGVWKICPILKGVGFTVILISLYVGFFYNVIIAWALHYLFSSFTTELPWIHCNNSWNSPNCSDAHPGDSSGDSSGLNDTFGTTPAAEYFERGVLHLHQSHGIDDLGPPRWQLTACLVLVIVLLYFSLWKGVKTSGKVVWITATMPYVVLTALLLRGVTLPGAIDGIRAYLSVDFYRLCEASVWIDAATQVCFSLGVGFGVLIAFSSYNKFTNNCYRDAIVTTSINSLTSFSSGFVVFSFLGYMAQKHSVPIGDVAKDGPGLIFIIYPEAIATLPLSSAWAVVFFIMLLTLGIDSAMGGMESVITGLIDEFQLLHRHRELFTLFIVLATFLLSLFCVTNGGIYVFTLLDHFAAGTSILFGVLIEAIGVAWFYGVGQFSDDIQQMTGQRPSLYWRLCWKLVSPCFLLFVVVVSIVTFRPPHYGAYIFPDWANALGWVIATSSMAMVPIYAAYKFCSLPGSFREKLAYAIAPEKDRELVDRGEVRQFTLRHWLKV
Active calls of the source: *. An excerpt; count on the stated rates, not on these rows.

| Molecule | DAT uptake mod |
| --- | --- |
| CC(C)(C)[C@@H]1C=C(C(=O)O)O[C@H](OCCCCO)C1 | -0.0011 |
| O=C1CCN(S(=O)(=O)c2ccccc2)CCN1CCOCc1ccc(F)cc1 | -0.17 |
| O=C(NCc1nc2ccccc2[nH]1)C1=C[C@H](c2csc3ccccc23)C[C@H](OCc2ccc(CO)cc2)O1 | 0.63 |
| CC(C)c1cc(C(C)C)c(S(=O)(=O)N2c3ccccc3[C@@]3(Br)C[C@H]4C(=O)N[C@@H](Cc5ccccc5)C(=O)N4[C@@H]23)c(C(C)C)c1 | -0.43 |
| CCOC(=O)/C=C/c1ccc(C(F)(F)F)cc1S(=O)(=O)NC(C)(C)C | 0.26 |
| COc1cc(OC)c2ccc(=O)oc2c1C(CCN1CCCC(C)C1)c1ccc(N(C)C)cc1 (centres undefined) | 0.64 |
| CC(C)Nc1ccc(C(CC(N)=O)NC(=O)Cc2ccc(Br)cc2)cc1[N+](=O)[O-] (centres undefined) | 0.14 |
| CCOC(=O)C1CCN(C(=O)c2c(C)oc3c2C(=O)c2ccccc2C3=O)CC1 | -0.2 |
| O=C(c1ccc2c(c1)OCO2)N1CCC2(CC1)Oc1ccc(F)cc1C(=O)C21CC(c2cccnc2)=NO1 (centres undefined) | 0.75 |
| C#Cc1ccc([C@@H]2C=C(C(=O)NC3CC3)O[C@H](OCCCCO)C2)cc1 | -1.2 |
| COc1ccc2c(c1)C(=O)[C@H](O)[C@@H](c1ccc(OC)c(Br)c1)O2 | 0.11 |
| OCCCNc1nccc(-c2cc(Nc3cccc(Cl)c3)ncn2)n1 | -1.4 |
| CCO[C@@H]1OC(C(=O)N2CCN(Cc3ccc4c(c3)OCO4)CC2)=C[C@H](C)[C@H]1CCCO | -0.37 |
| COc1ccc(CN2C(=O)[C@H]3Cc4c([nH]c5ccccc45)C(C)(C)N3C2=O)cc1 | 0.052 |
| O=C(c1ccc(Cl)cc1)N1CCC(O)(CSc2ccc(Cl)cc2Cl)CC1 | 0.87 |
| COc1cc(C)c(/C=C/C(C)=C/C=C/C(C)=C/C(=O)O)c(C)c1C | -0.027 |
| O=C(Nc1ccc(Cl)c(C(F)(F)F)c1)[C@@H]1CC=C[C@@H]2CCN(Cc3ccc(Cl)c(Cl)c3)C(=O)[C@@H]21 | -0.33 |
| C=CC1=C(C(=O)O)N2C(=O)[C@@H](NC(=O)/C(=N/OCC(=O)O)c3csc(N)n3)[C@H]2SC1 | 0.33 |
| O=C(C1=C[C@H](c2csc3ccccc23)C[C@H](OCc2ccc(CO)cc2)O1)N1CCCCCCC1 | 0.64 |
| NC(=O)CC(NC(=O)Cc1cccc2ccccc12)c1ccc(N2CCN(c3ccc(F)cc3)CC2)c([N+](=O)[O-])c1 (centres undefined) | -1.5 |
| C[C@H]1O[C@H](O[C@H]2[C@H](O)[C@@H](O)[C@@H](O[C@H]3[C@H](O)[C@@H](O)C(O)O[C@@H]3CO)O[C@@H]2CO)[C@H](O)[C@@H](O)[C@@H]1N[C@H]1C=C(CO)[C@@H](O)[C@H](O)[C@H]1O (some centres undefined) | -0.17 |
| C=CCCN(Cc1ccccc1)S(=O)(=O)c1ccccc1Br | 0.014 |
| Cc1ccc(NC(=O)N2CCSc3ccccc32)cc1 | 0.94 |
| C/C=C/C=C/C(=O)N1CC2(CC(c3cccc(NC(=O)/C=C/C)c3)=NO2)C[C@@H]1C(N)=O (some centres undefined) | -0.22 |
| Cc1cc(-c2cc(C(=O)NC3CCCC3)on2)nc(NCC2CC2)n1 | -0.064 |
| COc1ccc([C@H]2C=C3CN(C(=O)OC(C)(C)C)S(=O)(=O)[C@H]3C[C@H]2OC(=O)c2cccs2)cc1 | 0.41 |
| CC(C)(C)OC(=O)NCCCC[C@H](NC(=O)c1[nH]cnc1C(=O)Nc1ccccc1)C(=O)OC(C)(C)C | 0.24 |
| COc1ccc(C2/C=C\CN(C(=O)Oc3ccc(C(F)(F)F)cc3)CC(=O)N2Cc2ccc(F)cc2)cc1 (centres undefined) | -0.19 |
| Nc1c2c(nc3c1CCC3)CCCC2 | -0.24 |
| CCOC(=O)C1=C(CS(=O)(=O)c2ccc(F)c(C)c2)NC(=O)NC1c1ccc(O)c(O)c1 (centres undefined) | -0.22 |
| COC(=O)CCC(=O)OC1(C)C(=O)C=C2C=C(C3CC3)N(C(CO)CO)C=C2C1=O (centres undefined) | -0.66 |
| C=CCNC(=O)c1onc(CSc2cc(C)cc(C)c2)c1C(=O)NCC=C | 0.16 |
| COc1ccc2c(c1)O[C@H]1c3ccc(O)cc3OC[C@@H]21 | 0.83 |
| O=C1C2C(c3cccc(/C=C/c4ccccc4)c3)CC=CC2C(c2ccc3ccccc3c2)N1Cc1ccccc1 (centres undefined) | 0.39 |
| CN1CCN(C(=O)C2=C[C@@H](C(C)(C)C)C[C@@H](OCc3ccc(CO)cc3)O2)CC1 | -0.5 |
| CCCCc1cn([C@@H](CCCCNC(=O)OC(C)(C)C)C(=O)N2CCN(C(=O)OC(C)(C)C)CC2)nn1 | 0.21 |
| CC(C#Cc1c([C@@H](C)Oc2ccccc2)nnn1Cc1ccccc1)Oc1ccccc1 (some centres undefined) | 0.08 |
| C#CCOCCOCCOCCNc1nc(N2CCOCC2)nc(N2CCN(C(=O)[C@H](CCCCN)n3cc([C@@H](N)C(C)CC)nn3)CC2)n1 (some centres undefined) | 0.1 |
| c1cnc2c(C3NCCc4c3[nH]c3ccccc43)cccc2c1 (centres undefined) | 1.8 |
| O=C(Nc1ccc(O)c2c(=O)cc(-c3ccccc3Cl)oc12)c1ccc(Cl)c(Cl)c1 | 0.09 |
| Cc1ccc(NC(=O)OCCN2CCN(Cc3ccccc3)CCC2=O)cc1 | 0.033 |
| Cc1c(Cl)cccc1NC(=S)NCCC(c1ccccc1)c1ccccc1 | -0.042 |
| O=C(Nc1ncc2c(n1)-c1ccccc1CC2)c1ccc(F)cc1 | 0.23 |
| CC1CCN(C(=O)c2[nH]cnc2C(=O)N[C@@H](C)C(=O)OCc2ccccc2)CC1 | -0.51 |
| C[C@@H]1C=C(C(=O)NC2CC2)O[C@H](OCc2ccc(CO)cc2)C1 | -0.38 |
| Cc1ccc(-c2ccc([C@H]3[C@H]4C=CC[C@@H](C)[C@@H]4C(=O)N3Cc3ccccc3)c(F)c2)cc1 | -1.4 |
| CC(C)CC(CO)N1CCN(C(=O)c2ccc(C(C)(C)C)cc2)CCC1=O (centres undefined) | -0.49 |
| CC(=O)c1cccc(-c2ccc3c(=O)[nH]c(Nc4ccccc4)cc3c2)c1 | 0.078 |
| C=C[C@@]1(C)CC(=O)[C@]2(O)[C@@]3(C)[C@@H](O)CCC(C)(C)[C@@H]3[C@H](OC(C)=O)[C@H](O)[C@@]2(C)O1 | 1.1 |
| CCN1CCN(Cc2ccc(NC(=O)c3cc(NC(=O)c4cnn(-c5ccccc5)c4N)cc(OC)c3)cc2C(F)(F)F)CC1 | 0.67 |

Entries listed so far containing a nitro group on carbon, in the order listed:
| Molecule | DAT uptake mod |
| --- | --- |
| CC(C)Nc1ccc(C(CC(N)=O)NC(=O)Cc2ccc(Br)cc2)cc1[N+](=O)[O-] (centres undefined) | 0.14 |
| NC(=O)CC(NC(=O)Cc1cccc2ccccc12)c1ccc(N2CCN(c3ccc(F)cc3)CC2)c([N+](=O)[O-])c1 (centres undefined) | -1.5 |

5 consecutive compounds out of the list so far, quoted:
| Molecule | DAT uptake mod |
| --- | --- |
| Cc1ccc(-c2ccc([C@H]3[C@H]4C=CC[C@@H](C)[C@@H]4C(=O)N3Cc3ccccc3)c(F)c2)cc1 | -1.4 |
| CC(C)CC(CO)N1CCN(C(=O)c2ccc(C(C)(C)C)cc2)CCC1=O (centres undefined) | -0.49 |
| CC(=O)c1cccc(-c2ccc3c(=O)[nH]c(Nc4ccccc4)cc3c2)c1 | 0.078 |
| C=C[C@@]1(C)CC(=O)[C@]2(O)[C@@]3(C)[C@@H](O)CCC(C)(C)[C@@H]3[C@H](OC(C)=O)[C@H](O)[C@@]2(C)O1 | 1.1 |
| CCN1CCN(Cc2ccc(NC(=O)c3cc(NC(=O)c4cnn(-c5ccccc5)c4N)cc(OC)c3)cc2C(F)(F)F)CC1 | 0.67 |

Going on with the list.
compound | DAT uptake mod
O=C(O)c1ccc(-c2noc(-c3ccc(F)cc3)n2)cc1 | 0.35
C#CCOCCOCCOCCNc1nc(N2CCN(C(=O)Cn3cc(CCCN=C(N)N)nn3)CC2)nc(N2CCN(C(=O)[C@H](C(C)C)n3cc(CCO)nn3)CC2)n1 | -0.5
CCO[C@H]1OC(C(=O)NC2CC2)=C[C@@H](c2csc3ccccc23)[C@@H]1CCCO | 0.75
Clc1ccc(-n2nnc(-c3nccs3)n2)cc1Cl | -0.32
O=C(C1=C[C@H](c2ccc(Br)cc2)C[C@H](OCc2ccc(CO)cc2)O1)N1CCOCC1 | 0.07
OCCCn1c(C2CCCN2c2nc(-c3ccc(F)cc3)cs2)nc2cc(Cl)c(Cl)cc21 (centres undefined) | 0.89
O=C1c2ccccc2S(=O)(=O)c2cc(N3CCOCC3)ccc21 | -0.33
CC(C)(C)[C@@H]1C=C(C(=O)NC2CC2)O[C@H](OCc2ccc(CO)cc2)C1 | 0.08
CCC(C)NC(=O)c1ccc(CSc2nc3ccncc3n2Cc2ccc(F)cc2)cc1 (centres undefined) | -1.2
Cc1cc(-c2cc(C(=O)NCc3ccccc3)on2)nc(NCC2CC2)n1 | 0.0079
O=C(NCCO[N+](=O)[O-])c1cccnc1 | 0.32
CC(C)CC(COCc1cccc(C(F)(F)F)c1)N1CCN(C(=O)c2cccc(C(F)(F)F)c2)CCC1=O (centres undefined) | 0.7
COc1ccc(NC(=S)N2CCC(c3nc4ccccc4[nH]3)CC2)c(OC)c1 | -0.38
O=c1c2ccccc2oc2ccc(C#CC3(O)CCCCC3)cc12 | 0.39
CC1=C(C/C=C(\C)CCC[C@H](C)CCC[C@H](C)CCCC(C)C)C(=O)c2ccccc2C1=O | -0.94
CCCC[C@@H]1C[C@H]1[C@@H](NC(=O)c1ccco1)c1ccc(C(=O)OC)cc1 | 1.6
COc1ccc(CCNC(=O)CSc2cn(Cc3cccc(C)c3)c3ccccc23)cc1OC | 0.59
CC(=O)n1cc([C@@H]2C=C(C(=O)N3CCOCC3)O[C@H](OCc3ccc(CO)cc3)C2)c2ccccc21 | 0.75
CCCCN1C(N)=NC[C@H]1Cc1ccc(O)cc1 | 0.49
C[C@@H](C(=O)N1CCN(C(=O)OC(C)(C)C)CC1)n1cc(CCC(=O)O)nn1 | -0.77
C=CCOC(=O)C1=C[C@@H](c2csc3ccccc23)C[C@@H](OCCCCO)O1 | 1.6
CCC(C)[C@H]1CN=C(N)N1CCCc1cc(OC)c(OC)c(OC)c1 (some centres undefined) | 0.86
C=C1CCN([C@@H](CC(C)C)C(=O)NN2CCOCC2)S(=O)(=O)c2ccccc21 | -1.4
CC#CCN1c2ccccc2[C@]23C[C@@H](C(=O)OC)N(C(=O)c4cc(C)oc4C)C2=NC(C(=O)OC)=C(C(=O)OC)[C@H]13 | 0.18
O=C1CC2(CCCCC2)Oc2ccc(F)cc21 | -0.16
COc1ccc(/C=N\NC(=O)c2cc(OCC(F)(F)F)ccc2OCC(F)(F)F)cc1 | 0.074
O=C(O)C1=C[C@@H](c2ccc(C(F)(F)F)cc2)C[C@@H](OCCCCO)O1 | -0.015
COc1ccc(-c2ccc3oc(-c4ccc(OC)cc4)c(C#CCCO)c3c2)cc1 | 0.29
CC/C(O)=C1\C(=O)CC(c2ccccc2)CC1=NCCc1c(C)[nH]c2ccc(C)cc12 (centres undefined) | 0.41
O=C(Nc1ccccc1)OCCN1CCN(Cc2ccccc2)CCC1=O | -0.21
C#CCOCCOCCOCCNc1nc(N2CCN(C(=O)C(Cc3ccc(O)cc3)n3cc(C(N)C(C)CC)nn3)CC2)nc(N2CCN(C(=O)C(Cc3ccc(O)cc3)n3cc(C(N)C(C)CC)nn3)CC2)n1 (centres undefined) | -1.1
COC(C[C@@H](O)C[C@H](O)COCc1ccccc1)OC | -0.091
CC(C)c1cc(-c2cc(-c3ccccc3)on2)nc(NC2CCCC2)n1 | -0.32
O=C(O)C1=C[C@H](C2CC2)C[C@H](OCCCCO)O1 | -0.26
CCN(N=O)[C@@H](Cc1ccccc1)CN(N=O)[C@@H](Cc1ccccc1)CN(C)N=O | 0.67
CCOC(=O)N1N=C(c2ccc(C)cc2)CC1(O)C(F)(F)F (centres undefined) | 0.48
COc1ccc(C(=O)NCc2ccc3c(c2)cc(C)n3C)cc1 | -0.65
COc1ccc(C(=O)NCc2ccc(N3CCN(C(=O)OC(C)(C)C)CC3)cc2)cc1 | 0.35
C[C@H](c1ccccc1)n1nnc(COCc2ccccc2)c1C#CCOCc1ccccc1 | 0.61
N[C@@H](Cc1c[nH]c2ccccc12)C(=O)O | -0.28
COc1ccc(-c2nsc(C(=O)N(c3ccc(F)cc3)C(C(=O)NC3CCCC3)c3ccc(OC)cc3)c2N)cc1 (centres undefined) | -1.1

5 compounds from above, ordered by count of non-hydrogen atoms, high to low.
compound | DAT uptake mod
COc1ccc(/C=N\NC(=O)c2cc(OCC(F)(F)F)ccc2OCC(F)(F)F)cc1 | 0.074
CCN(N=O)[C@@H](Cc1ccccc1)CN(N=O)[C@@H](Cc1ccccc1)CN(C)N=O | 0.67
C=CCOC(=O)C1=C[C@@H](c2csc3ccccc23)C[C@@H](OCCCCO)O1 | 1.6
COC(C[C@@H](O)C[C@H](O)COCc1ccccc1)OC | -0.091
O=C1CC2(CCCCC2)Oc2ccc(F)cc21 | -0.16
